# From PubChem BioAssay
# TbPYK inhibitor: qHTS of Trypanosoma Brucei Inhibitors; TbPYK enzyme, Kinase-Glo Plus ATP luminescence, 45 min; hit rate 0.12% among 410,000; Potency, µM (series often up to 76.8 µM), without a hit: at the top dose activity, negative = inhibition, most hits filed as inhibitors; note: potency is the fitted concentration of half-maximal effect; nearly all actives have a fitted effect of over 50% in size
#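 Activity of T. brucei pyruvate kinase was followed by Kinase-Glo Plus luminescence after the enzyme reacted 45 min at room temperature with 130 uM ADP (final) and substrate. Test compounds were added before ADP at multiple concentrations.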
# AmpC inh detg: qHTS Inhibitors of AmpC Beta-Lactamase (assay with detergent); AmpC hydrolysis of nitrocefin, absorbance 480 nm, 0.01% Triton; Potency, µM (series often up to 114 µM), inactives show at the top dose activity change, negative = inhibition, usual class: inhibitors; hit rate 0.041% among 370,000;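 note: potency is the fitted concentration of half-maximal effect; 0% = no-compound wells and -100% = no-enzyme wells; nearly all actives have a fitted effect of over 25% in size; some results filed as inactive show a strong effect at the top dose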
# Target sequence (P00811 whole entry, looked up): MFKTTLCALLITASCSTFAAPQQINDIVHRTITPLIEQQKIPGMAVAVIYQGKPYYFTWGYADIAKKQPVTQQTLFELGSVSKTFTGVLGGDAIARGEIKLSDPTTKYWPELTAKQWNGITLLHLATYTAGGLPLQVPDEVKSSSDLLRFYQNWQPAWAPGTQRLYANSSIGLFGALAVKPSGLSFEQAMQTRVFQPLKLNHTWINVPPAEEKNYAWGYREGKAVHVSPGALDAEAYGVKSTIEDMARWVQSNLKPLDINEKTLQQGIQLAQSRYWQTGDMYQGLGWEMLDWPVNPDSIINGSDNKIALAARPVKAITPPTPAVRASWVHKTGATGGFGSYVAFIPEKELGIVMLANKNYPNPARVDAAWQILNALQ
#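 AmpC (5.3 nM in the dispensed reagent) in 20 mM phosphate pH 7.0 with 0.01% (detergent screen) or 0.0001% Triton X-100 was preincubated with compounds for 15 min at room temperature. Nitrocefin was then added from an 800 uM solution, and hydrolysis was followed at 480 nm.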
# HCV inh: qHTS Assay for Inhibitors of Hepatitis C Virus (HCV). Potency, µM (top dose mostly 41.8 µM), without a hit: at the highest dose activity change, negative = inhibition, hits mostly inhibitors. hit rate 3.4% among 340,000. Huh7.5.1 HCVcc-Cre infection, luciferase reporter, 44 h; note: potency is the fitted concentration of half-maximal effect
#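 Reporter virus HCVcc-Cre (~0.5 moi) infects cells exposed to compound; seeding density 1,000 cells/well with 4 h settling beforehand. Luminescence, 15 sec read, taken 44 h post-infection following a 15 min RT substrate incubation.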
# HCMV antiviral: qHTS Assay for inhibitors of the human cytomegalovirus (HCMV) | activity change, negative = inhibition, % at 57.5 µM | HFF cells, HCMV-luciferase reporter, 72 h; stronger effect = lower value | hit rate 4.5% among 410,000; in the data active = activity change below about -60%; inconclusive = no clear call, values can overlap the other calls; inactive = above about -39%
#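 Inhibition of viral replication was scored as loss of reporter luminescence in HFFs infected with HCMV-luciferase (MOI 1 PFU/cell) for 72 h; compounds tested at 2 doses, normalized to buffer and Salinomycin controls.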
# AmpC inh no detg: qHTS Inhibitors of AmpC Beta-Lactamase (assay without detergent). AmpC nitrocefin hydrolysis, absorbance 480 nm, 0.0001% Triton. hit rate 0.52% among 330,000. Potency, µM (series often up to 57.1 µM), inactives show at the top dose activity change, negative = inhibition, most hits filed as inhibitors;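 note: potency is the fitted concentration of half-maximal effect; plate controls were no compound for no effect and no enzyme for full effect; nearly all actives have a fitted effect of over 20% in size; some results filed as inactive show a strong effect at the top dose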
#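 20 mM phosphate pH 7.0 + 0.01% (detergent screen) or 0.0001% Triton X-100; 5.3 nM AmpC reagent; cpd preinc 15 min RT; nitrocefin (800 uM stock) to start; A480 q20 s × 4 min; Activity was normalised to no-enzyme and no-compound control wells.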
# AMA1-RON2 inh: qHTS for Inhibitors of AMA1-RON; Towards Development of Antimalarial Drug Lead: Primary Screen; Potency, µM (doses to about 58.2 µM), without a hit: at the top dose activity change, negative = inhibition, most hits filed as inhibitors; hit rate 0.2% among 360,000; AID 720542, 2013; AlphaScreen AMA1-biotinylated RON2 peptide binding; Plasmodium falciparum AMA1 (3D7) - RON2 peptide interaction;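 note: potency is the fitted concentration of half-maximal effect; 0% = vehicle wells and -100% = peptide control; nearly all actives have a fitted effect of over 45% in size; some results filed as inactive show a strong effect at the top dose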
#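 AMA1 (3D7) with his tag at 25 nM final met compounds first, then biotinylated RON2 peptide at 25 nM; detection used donor plus acceptor beads, 10 µg/mL apiece, read by AlphaScreen after 30 min at room temperature.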
# LmPK inhibitor: qHTS Assay for Inhibitors of Leishmania Mexicana Pyruvate Kinase (LmPK). Q27686. purified LmPK, Kinase-Glo ATP luminescence, 1 h. Potency, µM (top dose mostly 57.5 µM), inactives show top-dose activity change, negative = inhibition, actives largely listed as inhibitors. hit rate 0.37% among 290,000; note: potency is the fitted concentration of half-maximal effect
# Target sequence (Q27686 whole entry, looked up): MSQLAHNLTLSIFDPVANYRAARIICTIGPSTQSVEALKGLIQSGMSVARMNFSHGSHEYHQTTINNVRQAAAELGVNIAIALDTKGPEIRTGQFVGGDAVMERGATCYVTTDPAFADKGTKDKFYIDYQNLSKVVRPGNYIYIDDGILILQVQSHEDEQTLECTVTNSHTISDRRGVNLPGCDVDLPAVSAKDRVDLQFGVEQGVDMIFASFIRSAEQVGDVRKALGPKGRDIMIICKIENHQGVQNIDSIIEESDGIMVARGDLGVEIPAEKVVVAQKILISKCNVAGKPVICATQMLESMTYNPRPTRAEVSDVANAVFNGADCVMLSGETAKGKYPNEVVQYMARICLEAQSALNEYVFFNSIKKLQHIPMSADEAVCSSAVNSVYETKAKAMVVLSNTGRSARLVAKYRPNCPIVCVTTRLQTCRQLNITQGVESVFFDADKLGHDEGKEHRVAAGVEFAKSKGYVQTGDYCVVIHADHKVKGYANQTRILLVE
#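 Purified LmPK (0.1 nM) with 0.5 mM PEP and 0.1 mM ADP in imidazole buffer pH 7.2 with MgCl2/KCl, 1 h at room temperature. ATP formed was read by luciferase luminescence and normalized to no-enzyme and uninhibited controls.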
# Active calls of the source: *; ? = inconclusive; / = not tested or not shown; [ ] = dose if it differs, or a comment. Unless noted, calls come from the whole dose curve; as a rule, active = well fitted curve in the direction sought with a large enough effect; inconclusive = small, poorly fitted or top-dose-only effect, or another doubt; inactive = no such curve, though single readings can be large; an effect the other way counts as inactive or inconclusive. Unless noted, % is set by controls: 0 for no effect and ±100 for the full control effect.
SMILES,TbPYK inhibitor,AmpC inh detg,HCV inh,HCMV antiviral,AmpC inh no detg,AMA1-RON2 inh,LmPK inhibitor
O=[N+]([O-])C(/C=C(/Cl)[N+](=O)[O-])=C(N1CCCCC1)N1CCCCC1,-2.9%,0.0%,17.2%,-23.6,3.6%,7.9%,-3.3%
COc1ccc(CC(=O)OCCN(C)C)cc1,4.1%,?,3.8%,2.3,-6.7%,20.0%,7.9%
Cc1ccc2c(n1)sc1c(-c3ccccc3)c(C#N)c(N)nc12,11.6%,2.6%,?,1.8,-20.0%,32.8%[activator],-2.1%
c1ccc(Cn2nnnc2CN2CCN(c3ncccn3)CC2)cc1,6.0%,?,13.4%,9.0,-3.8%,18.9%,-13.4%
CN(C)C(CNC(=O)c1cccc(C#N)c1)c1ccco1 (stereo unspecified),6.2%,-4.1%,4.8%,-2.1,12.4%,6.2%,4.2%
Fc1ccc(F)c(NC2=NCCCCC2)c1,-5.8%,-5.1%,12.5%,-16.5,-13.7%,5.0%,-3.0%
CCN1CCN(C(=O)COc2cc(=O)n(CC)c3ccccc23)CC1,4.1%,3.3%,-3.8%,161.6,-6.2%,0.0%,-4.7%
COc1ccc(NC(=O)C2C3CCC(C3)C2C(=O)O)cc1OC (stereo unspecified),5.4%,?,9.9%,19.5,-9.6%,-6.3%,-10.3%
CCCS(=O)(=O)Nc1cccc(-c2cn3ccc(C)cc3n2)c1,-0.9%,1.5%,/,60.3,/,/,/
OCC(O)CN1CCCC1 (stereo unspecified),-1.4%,0.2%,2.6%,58.9,3.4%,10.6%,0.3%
COc1ccc(Cn2cc(CN3CC(N4CCN(C5CCN(C)CC5)CC4)CS3(=O)=O)nn2)cc1 (stereo unspecified),-0.7%,/,/,-29.5,/,5.3%,/
O=C(COC(=O)c1ccc(O)cc1O)NC1CCCCCC1,6.2%,-14.7%,12.6µM*,10.5,-31.0%,-2.3%,/
CCn1c(SCC(=O)Nc2oc(C)c3c(C)n[nH]c(=O)c23)nnc1-c1ccco1,-7.7%,/,/,-9.7,/,33.2%[activator],/
Cc1ccc(-c2cc(C(=O)N/N=C/c3ccc(F)cc3)n[nH]2)o1,-4.6%,0.6%,-7.4%,-0.9,-42.9%,29.5%,4.9%
COc1ccc(NC(=O)c2ccccc2NC(=O)C2CCCO2)cc1 (stereo unspecified),0.8%,-2.4%,-17.2%,47.1,-16.6%,2.4%,0.4%
COc1ccc2c(c1)c1ncn(CCc3ccccc3)c(=O)c1n2C,2.9%,0.4%,?,-34.9,36.4%,-14.7%,4.7%
COc1ccc(NC(=S)NCCN2CCC(C)CC2)cc1Cl,-29.9%,3.0%,-25.1%,9.6,-15.7%[2.29 µM],-20.3%,2.1%
Cc1ccc(F)c(S(=O)(=O)NC(=O)C2(C)CCN2C(=O)c2ccccc2)c1 (stereo unspecified),0.2%,/,/,39.9,/,-4.2%,/
COc1cc2c(cc1OC)CN(C(=O)c1ccc(OC)c([N+](=O)[O-])c1)CC2,4.7%,0.2%,-45.6%,-20.3,34.5%,-19.0%,1.8%
Cc1oc2cc3oc(=O)c(CC(=O)NCCCC(=O)O)c(C)c3cc2c1C,7.1%,2.3%,3.6%,-15.9,-11.5%,-6.6%,-0.7%
OC(COCCOc1ccc(Br)cc1)CN1CCN(Cc2ccccc2)CC1 (stereo unspecified),-1.2%,?,?,-100.6*,199.9%[activator],-0.3%,-5.5%
CN(C)S(=O)(=O)c1ccc(NC(=O)COC(=O)c2n[nH]c3ccccc23)cc1,-8.4%,-1.2%,?,-15.3,-36.1%,4.1%,0.6%
COc1ccccc1CN1CC(C(=O)NCc2ncccc2C)CCC1=O (stereo unspecified),5.8%,?,6.8%,-7.0,-12.1%,-16.0%,3.7%
Cc1cc(-c2ccccc2)c2c3c(c(-c4ccccc4)n2n1)c(=O)n(C)c(=O)n3C,1.8%,-15.0%,7.0%,/,-12.7%,0.0%,5.1%
CC1C(=O)N2CCCc3cc(NC(=O)C(=O)NCc4cccnc4)cc1c32 (stereo unspecified),4.6%,-14.8%,1.3%,68.9,-7.1%,-5.5%,/
O=C(CC12CC3CC(CC(C3)C1)C2)Nc1ccccc1N1CCOCC1,0.5%,5.3%,?,-35.9,55.7%,-13.9%,4.9%
O=S(CC(O)(c1ccccc1)c1ccccc1)CC(O)(c1ccccc1)c1ccccc1,0.6%,/,/,-21.3,/,-1.9%,/
CCc1cc2c(C)cc(C)cc2nc1SCC(=O)Nc1cc(C)on1,-1.9%,-9.0%,?,-4.5,-11.5%,-14.5%,-2.5%
COC(=O)C[C@H]1C[C@H]2c3cc(NC(=O)Nc4ccc(F)cc4)ccc3O[C@H]2[C@@H](CO)O1,2.5%,/,/,4.6,/,7.0%,/
CC(C)Cn1nc(NC(=O)c2cccc(Cl)c2)c2cc3ccccc3nc21,-4.4%,-8.0%,/,27.8,/,/,/
S=c1[nH]nc(CSCCOc2ccc(Cl)cc2Cl)o1,-27.7%,9.1%,13.9%,54.8,-24.0%,109.7%[activator],5.7%
CSCC[C@H](NS(=O)(=O)c1ccc(C)cc1)C(=O)N1CCC(C(=O)N[C@@H](Cc2ccccc2)C(=O)O)CC1,-7.0%,-14.5%,?,5.9,1.4%,13.7%,-2.1%
Cc1cc(C)cc(-n2ccnc(NCc3ccc(F)cc3)c2=O)c1,-1.1%,-2.5%,/,2.8,/,/,/
C[C@H]1CN([C@@H](C)CO)C(=O)c2cc(NS(=O)(=O)c3ccc(F)cc3)ccc2O[C@H]1CN(C)S(=O)(=O)c1cn(C)cn1,1.8%,/,25.2%,30.8,171.2%[activator],49.0%[activator],/
O=C(O)C1CCCN1S(=O)(=O)c1ccccc1 (stereo unspecified),-14.0%,?,-8.0%,-13.7,-14.0%,12.2%,1.9%
CSc1nc(-c2ccccc2)cn1-c1ccc(NC(C)=O)cc1,-16.9%,8.9%,-21.8%,37.1,-27.4%[11.4 µM],-28.0%,-16.4%
COCCC1CCCCN1C(=O)c1cc(COc2ccc(C)nc2)on1 (stereo unspecified),12.1%,1.4%,/,?,38.0%,-1.8%,9.0%
O=C(NCc1ccco1)c1ccc2c(c1)N(Cc1ccccc1F)C(=O)c1ccccc1S2(=O)=O,-3.6%,5.1%,/,-66.1*,/,/,/
COc1ccc2c(c1)cc(CNc1ccc(OC)c(OC)c1)c(=O)n2CC(=O)Nc1ccccc1C,-6.5%,13.9%,/,-12.0,/,/,/
Cc1cc(NC(=O)CSc2nc3c(c(-c4cccnc4)c2C#N)CCC3)no1,2.2%,-10.3%,?,-14.1,-23.0%,-1.7%,4.0%
O=[N+]([O-])c1ccc(N2CCCCC2)cc1,-11.5%,1.5%,-24.5%,-14.2,-29.3%,-28.4%,-3.8%
COc1cc(CC(=O)Nc2cc(S(=O)(=O)N3CCOCC3)ccc2N2CCCC2)cc(OC)c1OC,1.5%,/,25.0%,0.8,/,30.0%[11.6 µM],/
Cc1ccccc1-c1cc(C(=O)NCc2ccco2)nn1CC1CC(c2cccc([N+](=O)[O-])c2)=NO1 (stereo unspecified),-1.6%,/,?,0.1,-7.3%,-2.8%,/
CN(Cc1ccccc1)C(=O)c1ccc(S(=O)(=O)N(C)c2ccccc2)cc1,-0.3%,/,-16.4%,-7.4,14.0%,11.3%,/
Cc1nc(SCC(=O)N(C)C2(C#N)CCCCC2)c2ccccc2n1,-0.9%,-12.8%,?,-12.2,-1.0%,14.5%,/

# Complete entries as entered above:
# Profile of `O=[N+]([O-])c1ccc(N2CCCCC2)cc1` : TbPYK inhibitor = -11.5%; AmpC inh detg = 1.5%; HCV inh = -24.5%; HCMV antiviral = -14.2; AmpC inh no detg = -29.3%; AMA1-RON2 inh = -28.4%; LmPK inhibitor = -3.8%
# Profile of `COc1cc(CC(=O)Nc2cc(S(=O)(=O)N3CCOCC3)ccc2N2CCCC2)cc(OC)c1OC` : TbPYK inhibitor = 1.5%; AmpC inh detg = /; HCV inh = 25.0%; HCMV antiviral = 0.8; AmpC inh no detg = /; AMA1-RON2 inh = 30.0%[11.6 µM]; LmPK inhibitor = /

# Continuation:
SMILES,TbPYK inhibitor,AmpC inh detg,HCV inh,HCMV antiviral,AmpC inh no detg,AMA1-RON2 inh,LmPK inhibitor
CNS(=O)(=O)c1cccc(C(=O)OCC(=O)c2ccc(S(=O)(=O)N3CCCCC3)cc2)c1,-9.6%,-9.1%,-0.2%,-8.1,-43.5%,4.1%,/
CCOC(=O)N1CCN(Cc2nnc(-c3ccccc3C)o2)CC1,-14.4%,2.8%,0.9%,-14.1,28.4%,-5.1%,?
C/C(=N\Nc1nc(-c2ccccc2O)nc2ccccc12)c1ccccc1,-6.4%,-0.6%,-3.5%,25.8,-18.1%,18.9%,-0.8%
COc1ccc(N2CCN(C(=O)COC(=O)Cc3cccc(OC)c3)CC2)cc1,1.2%,?,13.4%,-5.4,23.5%,-11.1%,/
Cc1ccc(/C=N\NC(=O)Cc2noc3ccccc23)cc1,1.0%,0.2%,-9.6%,31.0,-16.6%,3.5%,2.1%
O=C(Nc1cccc(Cn2cccn2)c1)c1cc2c(s1)CCCC2,-6.1%,-2.7%,?,15.7,-9.6%,13.0%,-15.3%
CCCS(=O)(=O)NC(=O)C1(C)CCCN(C(=O)C2(c3ccc(Cl)cc3)CCCC2)C1 (stereo unspecified),6.7%,/,/,?,/,5.3%,/
OCCC1CN(Cc2c(F)cccc2Cl)CCN1C1CCCCC1 (stereo unspecified),-1.3%,1.1%,1.9%,2.8,-14.5%,5.5%,-2.0%
COc1ccc(C(=O)c2ccc(Cl)cc2)cc1,2.1%,-7.8%,?,-31.2,-16.9%,15.7%,-1.4%
CCc1ccc(NC(=O)c2ccc3nc(N)sc3c2)cc1,1.0%,-4.4%,9.3%,30.0,-32.1%,-8.7%,3.4%
COCOc1ccc(/C=C2/Oc3cc(OCOC)cc(OCOC)c3C2=O)c(OCOC)c1,7.8%,/,-14.7%,/,/,2.1%,/
c1cnc(-c2noc(CN3CCN(C4C5CC6CC(C5)CC4C6)CC3)n2)cn1 (stereo unspecified),2.5%,-2.1%,3.8%,-3.6,-13.4%,18.9%,3.6%
